Casp1 inh – caspase-1 (human) inhibition, allosteric or competitive; Caspase-1 enzyme, Ac-WEHD-AFC fluorogenic rate; Potency, µM (titrated, usually from 57.5 µM), for inactives: at the highest dose activity change, negative = inhibition, actives largely listed as inhibitors; 75,000 tested, 0.03% active; AID 900;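 further: potency means the concentration at half of the fitted maximal effect; plate controls were vehicle for no effect and no substrate for full effect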
Luciferase inh – firefly luciferase inhibition; Potency, µM (doses to about 57.1 µM), inactives show at the highest dose activity change, negative = inhibition, actives largely listed as inhibitors; AID 411; purified firefly luciferase, luminescence, 8 min; P08659; 72,000 tested, 2.2% active; further: potency means the concentration at half of the fitted maximal effect; on the % scale 0 is the no-effect control and ±100 the full control effect; nearly all actives have a fitted effect of over 40% in size
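Inhibition of light generation by firefly luciferase from ATP and luciferin was profiled with concentration-response curves per sample, ATP held at 10 uM within the enzyme's linear range. Plates were read by luminescence after an 8-minute ambient incubation.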
4-MU autofl – compound fluoresces in the 4-MU spectral region. compound autofluorescence, 340/450 nm, 4-MU equivalents; hits give high values. AID 589. max dye-equivalent concentration, M. 59,000 tested, 11% active; in the data active means max dye-equivalent concentration above about 10 nM; inconclusive means mostly about 1.1 nM to 9.6 nM
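Intrinsic fluorescence at 340/450 nm (ex/em) was read after 15 min at room temperature in pH 8.0, 100 mM Tris. Each compound concentration expressed as 4-MU-equivalent concentration from a six-point 4-MU standard series on each plate.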
Texas Red fluor – compounds fluorescent in Texas Red spectral region | Compound fluorescence, Texas Red channel, 547/618 nm; hits give high values | max dye-equivalent concentration, M | 59,000 tested, 0.06% active | AID 587; in the data active means max dye-equivalent concentration above about 10 nM; inconclusive means between about 1.1 nM and that limit
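qHTS profiling of intrinsic compound fluorescence; 100 mM Tris pH 8.0; 15 min RT; ex 547 / em 618 nm; response expressed as Texas Red dye-equivalent concentration from six-point plate standard.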
ERK AVP inh – blocks ERK signaling stimulated by vasopressin; 72,000 tested, 0.99% active; HEK293-V1b, vasopressin-stimulated pERK AlphaScreen; Potency, µM (titrated, usually from 57.5 µM), inactives show at the top dose activity, negative = inhibition, most hits filed as inhibitors; further: potency means the concentration at half of the fitted maximal effect; on the % scale 0 is the no-effect control and ±100 the full control effect; nearly all actives have a fitted effect of over 55% in size
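HEK293 cells stably expressing V1b receptor, preincubated 30 min at 37 °C with compound, then stimulated 5 min with 25 nM vasopressin. Phospho-ERK by AlphaScreen SureFire after 5 h RT; normalized to DMSO and vasopressin; AC50 by Hill fit.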
Tau fil binding – tau filament binding; recombinant tau filaments, thioflavin S fluorescence, 15 h; filaments grown with octadecylsulfate alongside compound; Potency, µM (doses to about 57.1 µM), without a hit: top-dose activity change, negative = inhibition; 71,000 tested, 2% active; AID 596;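 further: potency means the concentration at half of the fitted maximal effect; on the % scale 0 is the no-effect control and ±100 the full control effect; actives lower thioflavin S fluorescence by blocking filaments or displacing dye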
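Quantitative HTS: thioflavine S signal from ODS-induced tau filaments, excited at 450 nm, emission 510 nm. Conditions: 1 uM tau, 30 uM ODS, 15 h at 37 C, pH 7.4.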
Caspase-7 inhib – blocks human caspase-7 allosterically or competitively. 75,000 tested, 0.02% active. P55210. AID 889. recombinant caspase-7, Ac-DEVD-AFC fluorescence rate. Potency, µM (top dose mostly 57.5 µM), inactives show at the highest dose activity change, negative = inhibition, hits mostly inhibitors; active means well fitted inhibition curve with a large enough effect in the main read-out, with a control signal flat, not every such curve was filed as active; inconclusive means small, poorly fitted or top-dose-only effect, or a change in a side signal; further: potency means the concentration at half of the fitted maximal effect; % of control where 0% means no effect
Fluorescein autfl – compound fluoresces in the fluorescein spectral region; Compound autofluorescence, 480/540 nm, fluorescein-equivalent; hits give high values; max fluorescein-equivalent concentration, M; 59,000 tested, 0.91% active; in the data active means max fluorescein-equivalent concentration above about 10 nM; inconclusive means between about 1.1 nM and that limit
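Compounds were pin-transferred into 100 mM Tris buffer, pH 8.0, and incubated 15 min at room temperature. Fluorescence was read at 480 nm excitation/540 nm emission. Signals were normalized to an on-plate six-point fluorescein standard curve as dye-equivalent concentration.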
Rhodamine autofl – rhodamine region autofluorescence; Rhodamine-region fluorescence, 547/598 nm, Tris buffer; hits give high values; AID 594; 59,000 tested, 0.05% active; max dye-equivalent concentration, M; in the data active means max dye-equivalent concentration above about 11 nM; inconclusive means between about 1.1 nM and that limit
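Steps: pin-transfer compounds into pH 8.0 Tris (100 mM), hold 15 min at room temperature, image with a 547/598 nm filter pair, and convert intensities to rhodamine-equivalent concentration using a six-point on-plate rhodamine series.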
A350 fluor – A350 region autofluorescence | Compound autofluorescence, 340/450 nm, Alexa 350 dye-equivalents; hits give high values | max dye-equivalent concentration, M | 59,000 tested, 11% active | AID 590; in the data active means max dye-equivalent concentration above about 10 nM; inconclusive means mostly about 1.1 nM to 9.6 nM
HEK293 cAMP ctrl – parental HEK293 cAMP activation (counter-screen); 73,000 tested, 2.5% active; AID 938; Potency, µM (top dose mostly 57.1 µM), for inactives: at the highest dose activation, usual class: activators; parental HEK293 CNG cAMP sensor, membrane potential fluorescence; further: potency means the concentration at half of the fitted maximal effect; % of control where 0% means no effect; nearly all actives have a fitted effect of over 55% in size
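Counterscreen for endogenous-receptor signalling: CNG-channel HEK 293 cells report cAMP rise by membrane depolarization. After 60 min dye equilibration with 100 uM RO 20-1724, compounds incubated 30 min before bottom-read fluorescence at 590 nm.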
Starred values were filed as active, the others as inactive; i = inactive; ? = inconclusive; . = not tested or not shown; [ ] = dose if it differs, or a comment. Unless noted, the call rests on the fitted dose curve; in most records, active means well fitted curve in the direction sought with a large enough effect; inconclusive means small, poorly fitted or top-dose-only effect, or another doubt; inactive means no such curve, though single readings can be large; an effect the other way counts as inactive or inconclusive.

Below each SMILES – Casp1 inh | Luciferase inh | 4-MU autofl | Texas Red fluor | ERK AVP inh | Tau fil binding | Caspase-7 inhib | Fluorescein autfl | Rhodamine autofl | A350 fluor | HEK293 cAMP ctrl
O=C(Nc1ccccc1C(F)(F)F)N1CCC(n2c(=O)[nH]c3ccccc32)CC1
→ -1% | 2% | i | i | 33%[activator] | -7% | 3% | i | i | i | 11%
Cc1cccc(OCCCC(=O)Nc2ccc(S(=O)(=O)Nc3onc(C)c3C)cc2)c1C
→ -1% | -1% | i | i | -26% | -7% | 0% | i | i | i | 3%
CCN1CCN(C(=O)CN(c2cc(OC)ccc2OC)S(C)(=O)=O)CC1
→ -1% | 2% | i | i | -5% | -2% | 0% | i | i | i | 2%
Cn1c(=O)c2c(ncn2Cc2ccc(Cl)c(Cl)c2)n(C)c1=O
→ 0% | 5% | i | i | -12% | 6% | 0% | i | i | i | 28%
O=C(NCc1ccc(F)cc1)c1ccc(CS(=O)(=O)Cc2ccccc2F)o1
→ 0% | 0% | i | i | 5% | 9% | -1% | i | i | i | 9%
Clc1ccc([C@@H](c2ccccc2Cl)C(Cl)Cl)cc1
→ . | -5% | i | ? | . | 5% | . | i | i | i | 12%
O=C(NC(Cc1ccccc1)C(=O)OCC(=O)N1CCc2ccccc21)c1ccco1 (stereo not given)
→ -5% | -3% | i | i | -6% | 12% | -3% | i | i | i | 1%
O=C(NCCSCc1ccco1)c1ccc(CN2CCOCC2)cc1
→ 0% | -3% | . | . | 6% | -4% | 0% | . | . | . | 2%
CCCn1c(SCC(=O)c2cc(OC)ccc2OC)nc2c1c(=O)n(C)c(=O)n2C
→ -3% | 1% | ? | i | 4% | -2% | 1% | i | i | ? | 1%
Cn1c(Cc2ccc3c(c2)OCO3)nnc1SCC(=O)N1CCc2ccccc2C1
→ -1% | 2% | i | i | -4% | -4% | -1% | ? | i | i | 16%
N#Cc1c(NC(=O)Cn2c(=O)oc3ccccc32)oc(-c2ccccc2)c1-c1ccccc1
→ -1% | 4% | i | i | -2% | 77% | -10% | i | i | i | ?
Cc1c(Cl)cccc1NC(=O)CSc1nnc(CCNC(=O)OC(C)(C)C)o1
→ -1% | 5% | i | i | -25% | -12% | 1% | ? | i | i | ?
CCOC(=O)CCN1C(=O)[C@H]2[C@H]3[C@H](O)[C@H](O)C/C(=N/NC(=O)OCC)[C@@H]3CC[C@@H]2C1=O
→ -2%[11.5 µM] | 0%[11.4 µM] | . | . | 0%[11.5 µM] | . | 0%[11.5 µM] | . | . | . | 4%[11.4 µM]
COc1ccc(-c2nnn(CC(=O)c3ccc4c(c3)OCCO4)n2)cc1OC
→ 1% | -22% | i | ? | 12% | 172% | -3% | ? | i | i | ?
CCOC(=O)C1=C(c2ccccc2)Nc2nc(C)nn2C1c1cccc(OC)c1OC (stereo not given)
→ -1% | 1% | i | i | -17% | -1% | 0% | i | i | i | 8%
CCCC(c1nnnn1C(C)(C)CC)N1CCN(C2CCCC2)CC1 (stereo not given)
→ 1% | 3% | i | ? | 8% | 6% | 6% | i | i | ? | 1µM*
Cc1cccc(CNc2ncnc3ccc(-c4ccc(C(=O)N(C)C)cc4)cc23)c1
→ -4% | -3%[2.29 µM] | i | i | 20µM* | 18% | -7% | i | i | i | -25%
CC(C)C[C@H](NC(=O)NCCc1ccc(Cl)cc1)C(=O)O
→ -1% | 5% | i | i | 1% | -2% | 1% | ? | i | ? | 20%
O=C(O)c1ccc(-n2nc(C(F)(F)F)c3c2-c2ccoc2CC3)cc1
→ -2% | 1% | i | i | -29% | 0% | 0% | i | i | i | ?
c1ccc(-n2cnnc2SCc2cn3ccccc3n2)cc1
→ 3% | 1% | i | i | 3% | -2% | -1% | i | i | i | -2%
Cc1cc2c(s1)c1cnn(Cc3ccccc3F)c(=O)c1n2C
→ -2% | -1% | i | i | 0% | 6% | 0% | i | i | i | ?
O=S(=O)(Cc1ccc(Cl)cc1)NCC1CCCO1 (stereo not given)
→ -1% | 1% | i | i | -14% | -4% | 0% | i | i | i | 6%
O=C(CSc1nnc(Cc2cc(=O)[nH]c(=O)[nH]2)n1-c1ccc(F)cc1)NC1CCCC1
→ 0% | 0% | . | . | 3% | 11% | -3% | . | . | . | 5%
CC(C)C(c1nnnn1C1CCCC1)N1CCc2ccccc21 (stereo not given)
→ -1% | 3% | i | ? | 5% | -8% | 2% | i | i | i | ?
N#Cc1cc2c(nc1SCC(=O)N1CCCCC1)CCCCC2
→ -1% | 0% | i | i | -3% | 3% | 2% | i | i | i | 18%
N#Cc1nc(-c2ccco2)oc1NCc1ccc(F)cc1
→ -2% | 2% | ? | i | -26% | -10% | -2% | i | i | ? | 1%
CCOC(=O)N1CCC(Nc2c(-c3ccc(C)c(C)c3)c(=O)c2=O)CC1
→ 0% | 1% | i | i | -24% | -4% | 0% | ? | i | i | 7%
CCOc1ccc(N=C(NC#N)SCC(=O)NC2CC2)cc1
→ . | -5%[25.5 µM] | i | i | . | . | . | i | i | i | .
CCCN1CCN(CCCNC(=O)Cn2cc3c(n2)CCCC3)CC1
→ 0% | 2% | . | . | -12% | 4% | -1% | . | . | . | 1%
CCn1c(=O)c2ccccc2n2c(SCC(=O)NCc3cccs3)nnc12
→ 1% | 0% | i | i | 8% | 9% | 0% | i | i | i | -2%

Brought forward from above: 2 entries, then new ones.
Below each SMILES – Casp1 inh | Luciferase inh | 4-MU autofl | Texas Red fluor | ERK AVP inh | Tau fil binding | Caspase-7 inhib | Fluorescein autfl | Rhodamine autofl | A350 fluor | HEK293 cAMP ctrl
CCCN1CCN(CCCNC(=O)Cn2cc3c(n2)CCCC3)CC1
→ 0% | 2% | . | . | -12% | 4% | -1% | . | . | . | 1%
CCn1c(=O)c2ccccc2n2c(SCC(=O)NCc3cccs3)nnc12
→ 1% | 0% | i | i | 8% | 9% | 0% | i | i | i | -2%
O=S(=O)(NC(=NC1CCCC1)C(F)(F)F)c1ccccc1
→ 0% | -1% | i | i | 1% | -20% | 2% | ? | i | i | 11%
COc1ccc(OC)c(C2C(C(N)=O)=C(C)Nc3nc(CCCO)nn32)c1 (stereo not given)
→ 0% | 4% | . | . | 0% | -1% | -2% | . | . | . | 2%
COc1ncc2nc(C)c(=O)n(C[C@H]3CCCO3)c2n1
→ -4% | -3%[11.4 µM] | i | ? | -12% | 1% | 0% | i | i | i | 3%
O=C(CN1CCC(n2nnc3cc(F)ccc32)CC1)N1CCc2ccccc2C1
→ -2% | -1% | i | i | -11% | 1% | 0% | ? | i | i | 11%
COc1ccccc1NC(=O)CSc1nnc(Cn2cnc3ccccc32)n1C
→ 1% | 1% | i | i | -1% | -13% | 1% | i | i | i | 17%
O=C1OCc2cccc3cccc1c23
→ 0% | 0% | 7.2e-08M* | i | 10% | 6% | 0% | ? | i | 7.7e-08M* | 16%
CCOc1cc(C)c(S(=O)(=O)N2CCCC2)cc1C
→ -1% | -1% | i | i | -3% | -4% | -3% | ? | i | i | 13%
CCC12CN3CC(CC)(CN(C1)C3c1c(O)ccc3ccccc13)C2=O (stereo not given)
→ . | 0%[25.5 µM] | ? | i | . | . | . | i | i | 1.1e-08M* | .
COCCN1Cc2cccc(C(=O)Nc3c(C)cccc3C)c2C1=O
→ 2% | 4% | i | i | 11% | -17% | 1% | i | i | i | 4%
O=C(O)c1ccc2noc(-c3ccccc3)c2c1
→ -6% | 0% | ? | i | 0% | 14% | -3% | i | i | ? | -10%
Cc1cc(C(=O)Nc2c(F)cc(F)cc2Br)no1
→ 0% | 0% | i | i | -8% | -8% | 0% | i | i | ? | 7%
S=c1nc(-c2ccccc2)n(CCCn2ccnc2)c2c1CCCC2
→ -3% | -1% | . | . | -7% | -4% | 0% | . | . | . | -5%
O=S(=O)(NCc1ccco1)N1CCOCC1
→ -2% | -2% | i | i | 0% | 8% | 0% | i | i | i | 4%
CNC(=O)c1[nH]cnc1C(=O)Nc1cccc(OC)c1
→ 1% | -3% | i | i | ? | 13% | 2% | i | i | i | -1%
c1cc(Nc2ncnc3sccc23)cc(-c2nnc3n2CCCCC3)c1
→ -2% | 0% | i | i | -4% | 2% | -2% | ? | i | i | -19%
CCOC(=O)c1ccc2c(c1)nc(SCC(=O)c1ccco1)n2CC
→ 0% | 2% | i | ? | -18% | -3% | 7% | ? | i | i | 18%
Cc1cc(C)n2nc(SCN3C(=O)c4ccccc4C3=O)nc2n1
→ -1% | 1% | i | i | -10% | -8% | -7% | ? | i | i | -20%
CCOC(=O)CSc1nc2cc(C)ccc2cc1C#N
→ -13% | ? | ? | i | 17% | 28% | -14% | ? | i | ? | ?
CN(C)c1oc(-c2ccccc2Cl)nc1S(=O)(=O)c1ccccc1
→ -1% | 1% | . | . | -22% | 2% | -3% | . | . | . | 4%
COc1ccc(NCc2ccc3c(c2)OCO3)cc1Cl
→ 1% | -1% | i | i | ? | -13% | -3% | i | i | i | 2%
CS(=O)(=O)N(CC(=O)N1CCOCC1)c1ccc2c(c1)OCO2
→ -1% | 1% | i | i | -10% | -8% | -1% | i | i | i | -1%
CCOC(=O)/C(C#N)=C1/C=C(C)NC(c2ccccc2O)=N1
→ ? | 1% | . | . | ? | 14%[11.4 µM] | 1% | . | . | . | ?

Source: PubChem (National Center for Advancing Translational Sciences (NCATS))

Some of the compounds tested (hit frequency here may not be typical).
